Compound activity (PubChem BioAssay)
Platelet DG rel: platelet dense granule release activity; human platelet-rich plasma, SFLLRN dense granule ATP release, luminescence; inhibition, %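 (compounds screened at 7.5 µM in platelet-rich plasma)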; hit rate 0.22% among 300,000;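 active = mean replicate score, as percent of positive control, at or above 50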
TRPC4 inh: blocks the mouse TRPC4 cation channel; Q9QUQ5; B-score at 10 µM; HEK293 TRPC4beta/mu-opioid, DAMGO-evoked Fluo4 calcium flux; hits give low values; hit rate 0.39% among 300,000;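 active = B-score over 3 SD under the library average, no early fluorescence shift, positive overall ratio signal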
Target sequence (Q9QUQ5 whole entry, looked up): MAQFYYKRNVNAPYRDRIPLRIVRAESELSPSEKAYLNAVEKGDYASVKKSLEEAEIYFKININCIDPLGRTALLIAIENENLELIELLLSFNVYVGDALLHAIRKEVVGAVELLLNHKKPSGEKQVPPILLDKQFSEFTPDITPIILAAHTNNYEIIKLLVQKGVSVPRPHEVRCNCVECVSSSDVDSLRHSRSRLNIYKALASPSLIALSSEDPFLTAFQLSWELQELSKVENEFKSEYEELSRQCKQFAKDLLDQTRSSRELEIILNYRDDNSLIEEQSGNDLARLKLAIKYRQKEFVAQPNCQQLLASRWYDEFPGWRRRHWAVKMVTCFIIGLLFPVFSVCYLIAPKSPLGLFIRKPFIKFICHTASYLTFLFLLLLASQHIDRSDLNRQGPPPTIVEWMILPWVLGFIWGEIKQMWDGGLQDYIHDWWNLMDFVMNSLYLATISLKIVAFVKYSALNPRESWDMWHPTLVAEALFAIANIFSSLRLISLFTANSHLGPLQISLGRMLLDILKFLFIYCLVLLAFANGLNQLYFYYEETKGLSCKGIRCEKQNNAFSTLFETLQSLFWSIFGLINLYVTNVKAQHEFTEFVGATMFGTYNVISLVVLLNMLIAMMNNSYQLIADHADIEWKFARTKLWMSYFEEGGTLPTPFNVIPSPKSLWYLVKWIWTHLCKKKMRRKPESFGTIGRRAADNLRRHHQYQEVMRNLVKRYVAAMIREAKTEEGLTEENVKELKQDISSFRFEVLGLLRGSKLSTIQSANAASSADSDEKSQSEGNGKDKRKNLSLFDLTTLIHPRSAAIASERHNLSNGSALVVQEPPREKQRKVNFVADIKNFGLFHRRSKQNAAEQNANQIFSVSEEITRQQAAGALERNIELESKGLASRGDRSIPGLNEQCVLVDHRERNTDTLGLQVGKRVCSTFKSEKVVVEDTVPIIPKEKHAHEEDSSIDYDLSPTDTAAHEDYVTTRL
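material = TRPC4beta/mu-opioid receptor HEK293 cell line | probe or stimulus = sequential submaximal and maximal DAMGO stimulation | compound dosing = one concentration per compound | measured by = Fluo4 Ca2+ flux fluorescence | evaluation = integrated fluorescence ratio relative to baseline, converted to per-well B score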
PolyA inh: blocks polyadenylation in yeast reporter cells; hit rate 0.02% among 300,000; calls only at 12 µM; AID 1875; S. cerevisiae SKY197-pL101 polyadenylation reporter, beta-gal luminescence; efflux-impaired pdr1/pdr3 knockout yeast; score 100 = 6 SD above DMSO;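 active = lowest replicate activity score at least 50, where 100 means six control SD above control mean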;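 note: yeast exposed to compound for 9 h at 30 °C; higher score means more reporter readthrough which indicates perturbed polyadenylation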
TRPC4 act: activators of mouse TRPC4 channel; HEK293 TRPC4beta/mu-opioid, Fluo4 calcium fluorescence; hits give high values; B-score at 10 µM; hit rate 0.49% among 310,000; AID 2237;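 active = B-score above 5 SD of library B-scores, and initial fluorescence ratio not above library mean plus 5 SD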;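 note: positive B-score marks a calcium rise read as TRPC4 activation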
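Assay system: HEK293 stable line with TRPC4beta plus mu-opioid receptor. Times: dye 45 min RT, read 110 s. Measured by: kinetic Fluo4 calcium fluorescence. Measure: B score of integrated ratio. Controls: assay buffer as low control, maximal DAMGO as high control.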
TRPC4 PAM: TRPC4 (mouse) allosteric potentiation | AID 2227 | B-score at 10 µM | HEK293 TRPC4beta/mu-opioid, DAMGO EC20, Fluo-4 Ca2+ flux; hits give high values | hit rate 0.42% among 310,000 | Q9QUQ5;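 active = B-score of calcium response area above 5 SD of library B-scores, with initial fluorescence ratio within 5 SD of library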;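 note: B-score of integrated fluorescence ratio over time as area under calcium response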
KCNK3 block: human KCNK3 channel inhibition, primary screen. CHO-KCNK3 thallium flux, FluxOR fluorescence; hits give low values. B-score at 10 µM. hit rate 0.84% among 340,000;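 active = B-score under library mean minus 4 SD, starting fluorescence ratio at most library mean plus 5 SD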;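 note: more negative B-score means stronger inhibition of thallium flux through KCNK3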
DYRK1A inh: blocks rat Dyrk1A kinase activity; AID 504441; hit rate 0.43% among 310,000; ADP-Glo luminescence, NFATc1 peptide; inhibition, % at 12.5 µM; in the data active = inhibition above about 50%;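 note: plate controls were vehicle with enzyme for no effect and no enzyme for full effect; many of its hits are not listed in these tables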
KCNQ1 act: human KCNQ1 channel potentiation or activation. AID 2648. B-score at 10 µM. CHO-K1 KCNQ1, thallium flux FluxOR fluorescence; hits give high values. hit rate 0.35% among 310,000;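 active = fluorescence ratio B-score, a plate-corrected score, at least three library SD, with initial intensity B-score within 5 SD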
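assay system = CHO-K1 cells stably expressing KCNQ1 | medium = assay buffer, equal DMSO in all wells | timing = 37 °C overnight plating, 90-min dark dye load, 20-min compound pretreatment | measured by = kinetic FluxOR thallium fluorescence, 10-s 1-Hz baseline, 110-s post-stimulus read | measure = fluorescence change relative to baseline, converted to B score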
KCNK9 block: human KCNK9 channel inhibition. Q9NPC2. B-score at 10 µM. hit rate 1.2% among 310,000. HEK293 KCNK9, FluxOR thallium flux fluorescence; hits give low values;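 active = ratio B-score over 3 SD below the library mean, with starting fluorescence within 5 SD of its mean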;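 note: negative B-score means less thallium flux so channel inhibition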
KCNQ1 inh: blocks the human KCNQ1 potassium channel; CHO-K1 KCNQ1, FluxOR thallium flux fluorescence; hits give high values; B-score at 10 µM; hit rate 1.3% among 310,000; P51787; AID 2642;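 active = compounds whose thallium flux B-score, printed positive for inhibition, exceeds three library SD while starting fluorescence stays within three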;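 note: channel opened by potassium depolarization with thallium stimulus after 20 min compound exposure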
hERG protect: hERG (human) protection from proarrhythmic block; hit rate 0.51% among 310,000; activation (rescue from dofetilide block), less the hit threshold, % at 10 µM; AID 1511; CHO-hERG, FluxOR thallium flux, dofetilide IC70 present;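 active = activation above the mean of controls blocked by dofetilide plus 5 SD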;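 note: thallium influx through hERG after potassium depolarization seen as dye fluorescence rise; in these data hits start at about 4.7%; inactives centre near -7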
An asterisk follows results filed as active; i = inactive; x = not tested or not shown. Some of the compounds tested. The share of hits here may be higher or lower than overall.

SMILES | Platelet DG rel | TRPC4 inh | PolyA inh | TRPC4 act | TRPC4 PAM | KCNK3 block | DYRK1A inh | KCNQ1 act | KCNK9 block | KCNQ1 inh | hERG protect
Cc1cc(C)cc(N(C(=O)c2csnn2)C(C(=O)NC2CCCC2)c2cccnc2)c1 (stereo unspecified) | 15 | i | i | i | i | i | -3 | i | i | i | -5
COc1ccc(CNC(=O)COC(=O)CCOc2ccc(C)cc2)cc1 | -3 | i | i | i | i | i | -5 | i | i | i | -14
CCn1nc(C)c(CNC(=O)CCc2nnc(-c3ccc(C(C)=O)s3)o2)c1C | -1 | i | i | i | i | i | -6 | i | i | i | -5
CCCCNC(=O)c1ccc2c(=O)n(CCCOCC)c(=S)[nH]c2c1 | 9 | i | i | i | i | i | -7 | i | i | i | -12
Cc1cc2oc(=O)cc(CN(C)Cc3ccccc3Cl)c2cc1C | -7 | i | i | i | i | -10* | 4 | i | i | 6* | -9
Cc1cc(NC(=O)Nc2ccc(Cl)cc2)n(-c2ccccc2)n1 | -8 | i | i | i | i | -11* | 1 | i | i | i | -9
CCOC(=O)c1c(C)[nH]c(C)c1C(=O)COC(=O)c1cccc(S(=O)(=O)N(CC)CC)c1 | -2 | i | i | i | i | i | 7 | i | i | i | -9
CCCCC(c1nnnn1CS(=O)(=O)c1ccc(C)cc1)N1CCN(C)CC1 (stereo unspecified) | -3 | i | i | i | i | i | -5 | i | i | i | -5
O=C(Nc1nccs1)c1ccc(COc2ccc(F)cc2)o1 | 7 | i | i | i | i | i | 3 | i | i | i | -1
CCC(Oc1ccccc1)C(=O)OCC(=O)N(CC)c1c(N)n(Cc2ccccc2)c(=O)[nH]c1=O (stereo unspecified) | 15 | i | i | i | i | i | 12 | i | i | i | -18
CCC(=O)Nc1nnc(SCC(=O)Nc2ccc(F)cc2)s1 | -2 | i | i | i | i | i | 6 | i | i | i | -8
CC(C)CNC(=O)CN(c1cccc(Cl)c1)S(C)(=O)=O | -2 | i | i | i | i | i | -2 | i | i | i | -10
CC1CC(C)(C)N2C(=O)C(=C(C#N)C#N)c3cccc1c32 (stereo unspecified) | 10 | i | i | i | i | i | x | i | i | i | 1
Cc1ccccc1CSc1nnc(-c2ccccc2)c(=O)[nH]1 | -1 | i | i | i | i | i | 1 | i | i | i | -2
CCN(CC)c1ccc(C(=O)N/N=C/c2ccc(N3CCOCC3)cc2)cc1 | -1 | i | i | i | i | i | -3 | i | i | i | -8
CCOc1ccccc1CN1CCNC(=O)C1CC(=O)N(C)Cc1cnccn1 (stereo unspecified) | 14 | i | i | i | i | i | -7 | i | i | i | -6
COc1ccc(CCNC(=O)c2cc(-c3ccncc3)nc3c(Cl)cccc23)cc1OC | 0 | i | i | i | i | i | x | i | i | i | -7
Cc1cc(=O)oc2cc(OC(C)C(=O)NC3CCN(Cc4ccccc4)CC3)ccc12 (stereo unspecified) | -7 | i | x | i | i | i | 6 | i | i | i | -8
CCC(Sc1nc(C)cc(C)n1)C(=O)Nc1cc(C)on1 (stereo unspecified) | 0 | i | i | i | i | i | -2 | i | i | i | -5
CC1=NN(c2ccccc2)C(=O)/C1=C\c1sccc1C | 1 | i | i | i | i | i | -3 | i | i | i | -8
Cc1cc(C)c(C(=O)C(C)OC(=O)Cn2cnc3c2c(=O)n(C)c(=O)n3C)cc1C (stereo unspecified) | -2 | i | i | i | i | i | -11 | i | i | i | -12
CC1CCCCN1c1ncnc(N)c1[N+](=O)[O-] (stereo unspecified) | -20 | i | i | i | i | i | x | i | i | i | -1
C=CCc1c(NCCO)nc(C)[nH]c1=O | -1 | i | i | i | i | i | 27 | i | i | i | -4
O=C(NCCN1CCOCC1)c1ccc(Cl)cc1O | -4 | i | i | i | i | i | 3 | i | i | i | -7

Whole records as entered above. Order of values: Platelet DG rel, TRPC4 inh, PolyA inh, TRPC4 act, TRPC4 PAM, KCNK3 block, DYRK1A inh, KCNQ1 act, KCNK9 block, KCNQ1 inh, hERG protect
Entry for CCC(Sc1nc(C)cc(C)n1)C(=O)Nc1cc(C)on1 (stereo unspecified) → 0, i, i, i, i, i, -2, i, i, i, -5
Entry for CCOc1ccccc1CN1CCNC(=O)C1CC(=O)N(C)Cc1cnccn1 (stereo unspecified) → 14, i, i, i, i, i, -7, i, i, i, -6

Among those listed so far, 5 contain an NH in an aromatic ring.
SMILES | Platelet DG rel | TRPC4 inh | PolyA inh | TRPC4 act | TRPC4 PAM | KCNK3 block | DYRK1A inh | KCNQ1 act | KCNK9 block | KCNQ1 inh | hERG protect
CCCCNC(=O)c1ccc2c(=O)n(CCCOCC)c(=S)[nH]c2c1 | 9 | i | i | i | i | i | -7 | i | i | i | -12
CCOC(=O)c1c(C)[nH]c(C)c1C(=O)COC(=O)c1cccc(S(=O)(=O)N(CC)CC)c1 | -2 | i | i | i | i | i | 7 | i | i | i | -9
CCC(Oc1ccccc1)C(=O)OCC(=O)N(CC)c1c(N)n(Cc2ccccc2)c(=O)[nH]c1=O (stereo unspecified) | 15 | i | i | i | i | i | 12 | i | i | i | -18
Cc1ccccc1CSc1nnc(-c2ccccc2)c(=O)[nH]1 | -1 | i | i | i | i | i | 1 | i | i | i | -2
C=CCc1c(NCCO)nc(C)[nH]c1=O | -1 | i | i | i | i | i | 27 | i | i | i | -4

(cont.)
SMILES | Platelet DG rel | TRPC4 inh | PolyA inh | TRPC4 act | TRPC4 PAM | KCNK3 block | DYRK1A inh | KCNQ1 act | KCNK9 block | KCNQ1 inh | hERG protect
COc1ccccc1N1CCN(CC(=O)Nc2cccc(F)c2)CC1 | -29 | i | i | i | i | i | 2 | i | i | i | -5
COCCCNC(=O)C12CCC(C)(C(=O)C1)C2(C)C (stereo unspecified) | -2 | i | i | i | i | i | -3 | i | i | i | -5
CC1OC(OC2C(OC3C(O[C@H]4CC[C@]5(C)C6C=C[C@]78OC[C@@]9(CC[C@@H](C)[C@H](C)C97)[C@H](O)C[C@@]8(C)[C@]6(C)CC[C@H]5C4(C)C)OC(C)C(O)C3O)OC(CO)C(O)C2O)C(O)C(O)C1O (stereo partly specified) | 1 | i | i | 376* | 17* | x | x | i | i | i | -48
Fc1ccccc1-c1nc2ncccc2o1 | 0 | i | i | i | i | i | -7 | i | i | i | -14
O=c1c(S(=O)(=O)c2ccc(Cl)cc2)cn(Cc2ccccc2F)c2ccc(F)cc12 | -7 | i | i | i | i | i | -1 | i | i | i | -4
Cc1nc(C(=O)N(C)C)nn1-c1cc(Cl)ccc1Cl | 0 | i | i | i | i | i | 4 | i | i | i | -11
Cn1c(SCC(=O)NC2CCCCC2)nnc1-c1cccnc1 | 0 | i | i | i | i | i | -1 | i | i | i | -11
COc1ccc(OC)c(C2NC(=O)CCC2[N+](=O)[O-])c1 (stereo unspecified) | -3 | i | i | i | i | i | 0 | i | i | i | -6
N#Cc1cc(C(=O)c2cc(F)ccc2O)cn(Cc2ccccc2)c1=O | 3 | i | i | i | i | i | -1 | i | i | i | -7
COc1ccc(CCNC(=O)COc2ccc(-c3ccc(C#N)cc3)cc2)cc1 | 4 | i | i | i | i | i | -1 | i | i | i | -8
N#CCC(=O)N1CCN(C(c2ccccc2)c2ccccc2)CC1 | 1 | i | i | i | i | i | x | i | i | i | -7
O=C(NC1CC2CCCC(C1)N2C(=O)NC1CCCCC1)c1ccc(F)cc1 (stereo unspecified) | 4 | i | i | i | i | i | -6 | i | i | i | -10
CCOC(=O)c1c(C)[nH]c(C)c1C(=O)COC(=O)/C=C/c1cccc(Cl)c1 | 5 | i | i | i | i | i | -1 | i | i | i | -18
O=C(O)c1cc(Cl)c(Cl)cc1C(=O)N1CCOCC1 | 13 | i | i | i | i | i | -3 | i | i | i | 0
COc1ccc(Cl)cc1S(=O)(=O)NC(C)C(=O)NCc1ccc2c(c1)OCO2 (stereo unspecified) | -8 | i | i | i | i | i | -2 | i | i | i | -3
COc1ccccc1Nc1nc(N)nc(CN2CCCCC2)n1 | 12 | i | i | i | i | i | 3 | i | i | i | -12
CN1CCN(c2ccc([N+](=O)[O-])cc2/C=N/NC(=O)c2cccc([N+](=O)[O-])c2)CC1 | 4 | i | i | i | i | x | x | i | i | i | -8
Cc1ccc(CNC(=O)CCS(=O)(=O)c2cccc3nsnc23)cc1 | -1 | i | i | i | i | i | 4 | i | i | i | 4.9*
C=C(C)Cn1c(C)cc(C)c(S(=O)(=O)c2ccccc2C)c1=O | 1 | i | i | i | i | i | 4 | i | i | i | -3
CC(NC(=O)COc1cccc(Br)c1)C(=O)O (stereo unspecified) | -6 | i | i | i | i | i | -7 | i | i | i | -2
C/C(O)=C\c1nc2ccccc2oc1=O | -2 | i | i | i | i | i | 14 | i | i | i | -1
Cc1ccsc1/C=N/NC(=O)c1ccc(Cn2cc(Br)cn2)o1 | -6 | i | i | i | i | i | 0 | i | i | i | -5
Cc1ccc(CN2CCN(Cc3cn(C)nc3-c3ccccc3)CC2CCO)o1 (stereo unspecified) | -1 | i | i | i | i | i | -2 | i | i | i | -17
CC(=O)NCC(=O)NC1CCCc2c1cnn2-c1ccccc1F (stereo unspecified) | -5 | i | i | i | i | i | -4 | i | i | i | -6

Another view of part of the listing above.
| canonical_smiles | Platelet DG rel | TRPC4 inh | PolyA inh | TRPC4 act | TRPC4 PAM | KCNK3 block | DYRK1A inh | KCNQ1 act | KCNK9 block | KCNQ1 inh | hERG protect |
| --- | --- | --- | --- | --- | --- | --- | --- | --- | --- | --- | --- |
| C/C(O)=C\c1nc2ccccc2oc1=O | -2 | i | i | i | i | i | 14 | i | i | i | -1 |
| O=C(O)c1cc(Cl)c(Cl)cc1C(=O)N1CCOCC1 | 13 | i | i | i | i | i | -3 | i | i | i | 0 |
